# RNase H inhibition: RNase H inhibition, HIV 1 Gag Pol polyprotein, FRET biochemical assay, screening (AID 372). HIV-1 RT RNase H, FRET RNA/DNA substrate fluorescence; higher % means a stronger effect. inhibition, % at 10 µM, or IC50 in µM where a hit was titrated. 0.77% of 100,000 active; in the data active = inhibition above about 50%
# * = called active by the depositor.
SMILES,RNase H inhibition
CCOc1cc(/C=C/c2cc(C(F)(F)F)[nH]c(=O)n2)ccc1O,6%
CC(=O)N1c2ccccc2NC2=C(C(=O)CC(C)(C)C2)C1c1cccc(F)c1 (stereo not given),5%
Cc1ccccc1C(=O)Nc1sc2c(c1C(=O)N1CCOCC1)CCCCC2,4%
CCOc1ccc(N2C(=O)C3C(C(=O)OC)=NN(C(C)=O)C3C2=O)cc1 (stereo not given),2%
Cc1ccc(S(=O)(=O)Nc2cc(Sc3nc(C)cc(C)n3)c(O)c3ccccc23)cc1,9%
CCOC(=O)c1ccc(N2C(=O)CC(N3CCN(c4ccc(Cl)cc4)CC3)C2=O)cc1 (stereo not given),3%
Cc1ccc(Nc2nc(N3CCOCC3)nc(N3CCOCC3)n2)cc1,9%
Nc1sc2c(c1C(=O)Nc1ccccc1Cl)CCC2,36%
CCOc1ccc(N(CC(=O)Nc2cccc(Br)c2)S(=O)(=O)c2ccc(SC)cc2)cc1,6%
O=C(N/N=C/c1cc([N+](=O)[O-])ccc1O)c1cccc(N2CCCC2=O)c1,13%
CC(=O)N/C(=C/c1ccc(Cl)cc1)C(=O)N1CCOCC1,0%
O=C(NCCc1ccc(Cl)cc1)C1CC(=O)N(c2ccc(Br)cc2)C1 (stereo not given),9%
COc1ccccc1/C=C1\SC(N2CCC(C)CC2)=NC1=O,16%
O=C1c2cccc([N+](=O)[O-])c2C(=O)N1CC(=O)N1c2ccccc2Sc2ccc(C(F)(F)F)cc21,10%
COc1cc(NC(=O)CCCc2ccccc2)cc(OC)c1,13%
Cc1c(N=Cc2nc3ccccc3n2C)c(=O)n(-c2ccccc2)n1C,0%
Cc1ccc(-n2c(=O)c3cc4c(=O)n(-c5ccc(C)c(C)c5)c(=O)c4c(C(=O)c4ccccc4)c3c2=O)cc1C,10%
COc1ccc(/C=C/C(=O)Nc2ccc(Br)cc2C(=O)c2cc(OC)c(OC)c(OC)c2)cc1OC,12%
Cc1ccc(O)c(NC(=O)c2nn3c(C(F)(F)F)cc(-c4cccs4)nc3c2Br)c1,3%
CCOc1ccc(N(CC(=O)Nc2ccc3c(c2)OCO3)S(=O)(=O)c2ccc(Cl)cc2)cc1,18%
C=CCOc1c(Cl)cc(/C=C2/C(=O)NN(c3ccc(F)cc3)C2=O)cc1OC,10%
C=CCNC(=S)Nc1ccc(C(=O)OCC)cc1,17%
CCOc1cc(C=O)c(Br)cc1OCc1ccccc1,0%
NS(=O)(=O)c1ccc(N/C=C/C(=O)c2ccc(Cl)s2)cc1,15%
Cc1ccc(C)c(NC(=O)C(Cc2ccccc2)N2C(=O)c3cccc([N+](=O)[O-])c3C2=O)c1 (stereo not given),7%

# Following part:
SMILES,RNase H inhibition
Cc1ccc(N2CC(C(=O)Nc3ccccc3C(C)C)CC2=O)cc1 (stereo not given),11%
COc1cc(/C=N/NC(=O)CSc2nnc(-c3ccc(Cl)cc3)n2-c2ccccc2)ccc1O,12%
Fc1ccc(-c2nc3cc(N4CCOCC4)c(N4CCOCC4)cc3[nH]2)cc1,8%
Cc1ccc(-c2csc(-c3cc4cc(Br)cc([N+](=O)[O-])c4oc3=O)n2)cc1,10%
O=C(Nc1ccc(Cl)c(Cl)c1)N1CCN(C(c2ccccc2)c2ccccc2)CC1,12%
COc1ccccc1-n1c(O)c(C2=c3cc(Br)ccc3=NC2=O)sc1=S,21%
Cc1cc(Cl)ccc1OCC(O)CN1CCCCC1 (stereo not given),14%
CC(C)(C)C(=O)Nc1ccc(C(=O)Oc2ccccc2)c(O)c1,0%
CCC(=O)Nc1ccc(NC(=S)NC(=O)c2ccco2)cc1,0%
O=C(COc1cccc2ccccc12)Nc1cccnc1,4%
Cc1cccc(C(=O)NC(=S)Nc2cccc(-c3nc4ccccc4s3)c2)c1,18%
Cc1ccc(/C=C(\C#N)c2nc(C3CC3)cs2)o1,3%
CCN1C(=O)/C(=C\c2cccc([N+](=O)[O-])c2)C(C(=O)OC)=C1C,7%
Cc1c(-c2ccccc2)nc2ccccc2c1C(=O)NCCCc1ccccc1,18%
Cc1c(NC(=O)/C=C\C(=O)O)c(=O)n(-c2ccccc2)n1C,36%
C/C(=N/NC(=O)c1c[nH]c2ccccc12)c1cccc(NC(=O)c2ccco2)c1,0%
COc1ccc(C=Nc2ccc(I)cc2)c(OC)c1,10%
Cc1c(C(c2cc3c(cc2Br)OCO3)c2c(C)n(C)n(-c3ccccc3)c2=O)c(=O)n(-c2ccccc2)n1C,1%
COc1cc(/C=C(\C#N)c2nc3ccccc3s2)cc(Br)c1O,5%
O=C(CCCOc1ccc(Cl)cc1Cl)Nc1ccc([N+](=O)[O-])cc1Cl,23%
N#CCCN(CCC#N)S(=O)(=O)c1ccc(Cl)cc1,10%
CCOc1ccc2c(c1)/C(=C(\C(Cl)=C(Cl)Cl)[N+](=O)[O-])N2,8%
O=C(Nc1c(C(=O)Nc2ccc(Br)cc2)cnn1-c1ccccc1)c1cccc(F)c1,16%
N#Cc1c(/N=C/c2ccccc2Cl)oc(-c2ccccc2)c1-c1ccccc1,18%
CCOc1ccc(CC2=C(C(=O)c3ccccc3)C(=O)c3ccccc3C2=O)cc1,8%

# Next part:
SMILES,RNase H inhibition
O=C1Nc2ccc(Br)cc2C1=Cc1nc2ccccc2c(=O)n1-c1ccc(C(=O)O)cc1,22%
COc1ccc(NC(=O)COc2ccc(C)c(C)c2)cc1,0%
CCOC(=O)c1ccccc1NC(=O)CN(c1ccc(C)cc1)S(=O)(=O)c1ccc(F)cc1,6%
COc1ccc(C2CC(=O)C3=C(C2)Nc2ccccc2NC3c2ccc(OC(C)=O)cc2)cc1 (stereo not given),9%
N#Cc1c(N)nc2c(c1-c1ccc(F)cc1)CCCC2,0%
CCc1c(C)sc(NC(=O)CCc2ccccc2)c1C(=O)OC,4%
c1cc2c(cc1NC1CCCCCC1)OCO2,2%
COc1cc([N+](=O)[O-])ccc1N1C(=O)C2C3C=CC(C4CC34)C2C1=O (stereo not given),11%
O=C(NC(=S)Nc1ccccc1[N+](=O)[O-])c1ccc(F)cc1,27%
O=C(NC1CC2CCC1C2)c1ccc(CSc2ccc(Cl)cc2)cc1 (stereo not given),4%
Cc1cccc(C(=O)Nc2sc3c(c2C(=O)NCc2ccco2)CCCCC3)c1,18%
CS(=O)(=O)N1CCN(Cc2cccc3ccccc23)CC1,2%
COc1ccc2oc(=O)c(C(=O)Nc3ccc(Br)cc3)cc2c1,3%
Fc1ccc(-c2nc3cc(N=C/C=C/c4ccc(Cl)cc4)ccc3o2)cc1,21%
COC(=O)C1=C(C)N(Cc2ccco2)C(=O)/C1=C\c1ccc(O)c(OC)c1,31%
CCC(C(=O)Nc1cccc(Cl)c1C)c1ccccc1 (stereo not given),1%
COc1cc(/C=C(\C#N)c2nc(-c3ccccc3)cs2)ccc1O,26%
Cc1cc2nc(-c3ccc(C)c(NC(=O)Cc4ccc(Cl)cc4)c3)oc2cc1C,5%
O=C(Cc1cccc2ccccc12)N1CCN(c2ccccc2)CC1,14%
CCOc1ccc(N2CN=c3s/c(=C\c4ccc(OC)cc4)c(=O)n3C2)cc1,8%
COc1ccc(C)cc1NC(=O)C(=O)NCC1CCCO1 (stereo not given),1%
CCOC(=O)N/N=C(\C)c1ccc(C)cc1C,0%
CC(=O)Nc1ccc(S(=O)(=O)Nc2cccc(F)c2)cc1,9%
COc1cc([N+](=O)[O-])ccc1NC(=O)Cc1ccc(Br)cc1,14%
N#C/C(=C\c1cccnc1)C(=O)Nc1cccc(Cl)c1,9%

# Other results
SMILES,RNase H inhibition
O=C(NC(=S)Nc1ccc(Cl)cc1Cl)c1ccco1,3%
CN1C(=O)/C(=C\c2cccc(OCc3ccccc3F)c2)SC1=S,26%
O=C(NC(=S)Nc1cccc(C(F)(F)F)c1)c1cccc(F)c1,37%
COc1ccc(-c2csc(N3N=C(c4cc(C)ccc4C)CC3c3cccc([N+](=O)[O-])c3)n2)cc1F (stereo not given),11%
O=C1c2ccccc2C(=O)c2c(O)c([N+](=O)[O-])cc(O)c21,20%
C=CCNC(=S)Nc1ccc(O)c(C(=O)O)c1,5%
CCN1C(=O)/C(=C\c2ccccc2Sc2ccc(Cl)cc2)SC1=S,0%
Cc1ccc(/C(O)=C2/C(=O)C(=O)N(CCCCCC(=O)O)C2c2ccccc2)cc1 (stereo not given),0%
COc1ccc(-c2cc(-c3ccc(F)cc3)c(C#N)c(N)n2)cc1,14%
O=C1NC(=S)N/C1=C\c1ccc(F)c(Br)c1,15%
C#CCSc1nc2c(c(=O)n1-c1ccc(C)cc1)C1(CCCC1)Cc1ccccc1-2,10%
C=C(C)CNC(=S)NC1=C(C)N(C)N(c2ccccc2)C1=C,15%
O=C(NCCc1ccc(F)cc1)C(=O)Nc1ccccc1,2%
O=C(c1ccc(Br)cc1)c1ccc2c(c1)OCCCO2,9%
CCOC(=O)C1=C(C)NC2=C(C(=O)CC(c3ccccc3)C2)C1c1ccc(C)o1 (stereo not given),0%
O=C(c1nn2c(C(F)(F)F)cc(-c3ccco3)nc2c1Cl)N1CCN(c2ccccc2)CC1,0%
CCOc1ccc2nc(NC3=NCCC(=O)N3)nc(C)c2c1,6%
c1ccc(NC2c3ccccc3C(Nc3ccccc3)c3ccccc32)cc1 (stereo not given),8%
CCc1ccccc1N(CC(=O)Nc1cccc(Br)c1)S(C)(=O)=O,14%
O=C1Nc2ccc(Br)cc2C12NN=C(c1ccccc1)S2 (stereo not given),33%
C#CCSc1nc2c(cc1C#N)CCC2,12%
Nc1cc(-c2cccc(Br)c2)nn1-c1ccccc1,7%
CCC(=O)N1CCN(c2cc(C)c(C(C)=O)cc2F)CC1,6%
Cc1cccc2oc(-c3cccc(NC(=O)c4ccccc4I)c3)nc12,2%
O=C1OCC2=C1C(c1ccc3c(c1)OCO3)Sc1ccccc1N2 (stereo not given),9%

# Next results
SMILES,RNase H inhibition
O=C(Nc1cccc(C(=O)N2CCCCC2)c1)c1ccc(Cl)cc1,16%
COc1ccc(C(=O)NC(=S)Nc2ccc3oc(-c4ccccc4C)nc3c2)cc1Cl,25%
O=C(Nc1ccc(N2C(=O)c3ccccc3C2=O)cc1Cl)c1ccc(Cl)cc1Cl,30%
O=C(N/N=C\C=C\c1ccco1)c1ccc([N+](=O)[O-])cc1,6%
CCOCCOC(=O)C1=C(C)NC(=O)NC1c1ccc(O)cc1 (stereo not given),14%
Cc1cc2nc(-c3cccc(NC(=O)c4cc(Cl)ccc4Cl)c3)oc2cc1C,9%
CC1CCCN(C(=O)Cc2ccccc2)C1 (stereo not given),1%
O=C(COc1ccc(Cl)cc1Cl)Nc1ccc(NC(=O)c2ccco2)cc1,24%
COc1ccc(O)c(C=Nc2cc(NC(C)=O)c(Cl)cc2Cl)c1,2%
Cc1nc(NC(=S)Nc2ccccc2)sc1C,16%
CC1CCC(C(C)C)C(OC(=O)c2ccc([N+](=O)[O-])cc2)C1 (stereo not given),23%
CC(=O)C1=C(C)NC(SCC(=O)c2ccc(C)cc2)=C(C#N)C1c1ccco1 (stereo not given),11%
COc1cc(NC(=O)COc2cc(C)ccc2C(C)(C)C)c(OC)cc1Cl,11%
CCOC(=O)C1=C(C)N=c2s/c(=C\c3cccc(OCc4ccc(Cl)cc4)c3)c(=O)n2C1c1ccc(OC)c(OC)c1 (stereo not given),3%
CCOC(=O)C1=C(C)N=c2s/c(=C\c3ccncc3)c(=O)n2C1c1cccc(OC)c1 (stereo not given),0%
CCC12c3ccccc3C(c3ccccc31)C1C(=O)N(c3ccc(C(=O)OC)cc3)C(=O)C12 (stereo not given),14%
CN1C(=O)NC(=O)/C(=C/c2ccc(-c3ccc(Cl)cc3)o2)C1=O,18%
COC(=O)C(C(=O)OC)C(c1ccccc1)C(c1ccccc1)C(C(=O)OC)C(=O)OC (stereo not given),5%
O=C(O)COc1ccc(C=NO)cc1Cl,6%
CCOC(=O)C1=C(c2ccc(OC)cc2)NC(=O)NC1c1ccc(Br)cc1 (stereo not given),0%
CN(CCc1ccccn1)Cc1cccc(Cl)c1,5%
CCOC(=O)c1c(NC(=O)C2CC2)sc(C(=O)Nc2cc(C)ccc2C)c1C,1%
CCCn1c(N2CCCCC2)nc2c1c(=O)[nH]c(=O)n2C,0%
O=C(COc1ccc(Cl)cc1Cl)Nc1ccc(NC(=O)COc2ccc(Cl)cc2Cl)cc1,52%*
CCc1ccccc1NC(=O)C(Cc1ccccc1)N1C(=O)c2ccccc2C1=O (stereo not given),10%

# Grouped by structure, the entries above containing a furan ring, fused or not
SMILES,RNase H inhibition
CCC(=O)Nc1ccc(NC(=S)NC(=O)c2ccco2)cc1,0%
Cc1ccc(/C=C(\C#N)c2nc(C3CC3)cs2)o1,3%
C/C(=N/NC(=O)c1c[nH]c2ccccc12)c1cccc(NC(=O)c2ccco2)c1,0%
N#Cc1c(/N=C/c2ccccc2Cl)oc(-c2ccccc2)c1-c1ccccc1,18%
Cc1cccc(C(=O)Nc2sc3c(c2C(=O)NCc2ccco2)CCCCC3)c1,18%
COC(=O)C1=C(C)N(Cc2ccco2)C(=O)/C1=C\c1ccc(O)c(OC)c1,31%
O=C(NC(=S)Nc1ccc(Cl)cc1Cl)c1ccco1,3%
CCOC(=O)C1=C(C)NC2=C(C(=O)CC(c3ccccc3)C2)C1c1ccc(C)o1 (stereo not given),0%
O=C(c1nn2c(C(F)(F)F)cc(-c3ccco3)nc2c1Cl)N1CCN(c2ccccc2)CC1,0%
O=C(N/N=C\C=C\c1ccco1)c1ccc([N+](=O)[O-])cc1,6%
O=C(COc1ccc(Cl)cc1Cl)Nc1ccc(NC(=O)c2ccco2)cc1,24%
CC(=O)C1=C(C)NC(SCC(=O)c2ccc(C)cc2)=C(C#N)C1c1ccco1 (stereo not given),11%
CN1C(=O)NC(=O)/C(=C/c2ccc(-c3ccc(Cl)cc3)o2)C1=O,18%

# 3 structures from above, arranged by length of the SMILES, lowest first:
SMILES,RNase H inhibition
Cc1nc(NC(=S)Nc2ccccc2)sc1C,16%
CC1CCC(C(C)C)C(OC(=O)c2ccc([N+](=O)[O-])cc2)C1 (stereo not given),23%
CCOC(=O)C1=C(c2ccc(OC)cc2)NC(=O)NC1c1ccc(Br)cc1 (stereo not given),0%

# This is a subset. The share of hits here may be higher or lower than overall.
